Bioassay records from PubChem BioAssay.
GALK inh: qHTS Assay for Inhibitors of Human Galactokinase (GALK) | AID 1868, 2009 | Purified GALK, Kinase-Glo residual ATP luminescence | 0.007% of 270,000 active | P51570 | Potency, µM (top dose mostly 57.5 µM), for inactives: top-dose activity change, negative = inhibition, most hits filed as inhibitors; note: potency is the fitted concentration of half-maximal effect; % is set by controls: 0 for no effect and ±100 for the full control effect
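ATP-depletion format; final 35 uM ATP, 100 uM D-galactose, 5 nM enzyme; pH 8.0 HEPES/Mg2+ buffer; 60 min RT; luminescence read 10 min after detection reagent.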
FBPA coupling cs: qHTS Assay for Inhibitors of Fructose-1,6-bisphosphate Aldolase from Giardia Lamblia: Coupling assay counterscreen. coupling enzyme system counterscreen, AmpLite Red fluorescence. activity change, negative = inhibition, % at 58.2 µM, hits read low. 0.67% of 290,000 active; in the data active = activity change below about -30%; note: % is set by controls: 0 for no effect and ±100 for the full control effect
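Final compound at 57.5 uM, incubated 10 min at RT with coupling enzyme reagent (glyceraldehyde-3-phosphate), then 20 min with substrate and AmpLite Red detection. Fluorescence read at 525/598 nm; tests interference with the coupling assay, not aldolase inhibition.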
A-T KAP1 phos: qHTS Assay for Identifying a Potential Treatment of Ataxia-Telangiectasia | […] A-T fibroblasts, KAP-1 phosphorylation AlphaLISA; neocarzinostatin DNA damage 30 min before lysis | 0.19% of 320,000 active | Potency, µM (highest dose often 57.5 µM), for inactives: top-dose activation, most hits filed as activators | AID 485349, 2010; note: potency is the fitted concentration of half-maximal effect; % of control where 0% means no effect; nearly all actives have a fitted effect of over 45% in size
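hTERT-immortalized A-T patient fibroblasts ([…]), 500 cells/well in OPTI-MEM, 1% FBS, got compounds for 60 min, then NCS for 30 min at 37C. Lysates were then assayed for phospho-KAP-1 by AlphaLISA (anti-pKAP1 donor, anti-KAP1 acceptor beads), 6 hr at 25C.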
Integrin act MD: qHTS for Activators of Integrin-Mediated Alleviation for Muscular Dystrophy | alpha7betagal myoblasts, beta-gal FDG fluorescence, 48 h | AID 624291, 2012 | Potency, µM (series often up to 38.3 µM), without a hit: at the highest dose activation, actives largely listed as activators | 0.064% of 350,000 active;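 note: potency is the fitted concentration of half-maximal effect; 100% = response of the positive control SU9516; nearly all actives have a fitted effect of over 60% in size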
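Alpha7betagal+/- myoblasts (passage 13) were plated 16-24 hr, then exposed to compounds (1:260 dilution of DMSO stock) for 48 hours at 37C. After MPER lysis, β-galactosidase reporter activity was read as FDG fluorescence (ex 480/em 540) after 30 minutes.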
CXXC DNA block: qHTS Fluorescence Polarization Assay for Inhibitors of MLL CXXC domain - DNA interaction. Histone-lysine N-methyltransferase 2A (Homo sapiens), Q03164. MLL-CXXC / FITC-HOXA9 DNA fluorescence polarization. Potency, µM (top dose mostly 115 µM), for the others: top-dose activity change, negative = inhibition, most hits filed as inhibitors. 0.037% of 290,000 active. AID 2662, 2010; active = well fitted inhibition curve with a large enough effect in the polarisation, with a control signal flat, not every such curve was filed as active; inconclusive = small, poorly fitted or top-dose-only effect, or effect the other way, or a change in a side signal; inactive = no such curve, though single readings can be large or run the other way; the % refers to the polarisation; note: potency is the fitted concentration of half-maximal effect
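Purified MLL-CXXC (added from a 7 uM solution) was preincubated 5 min at ambient with pinned compounds in 50 mM Tris-HCl pH 7.5, 50 mM NaCl, 1 mM DTT, 0.05% BSA. Fluorescein-labeled HOX-A9 DNA (50 nM solution) followed, 30 min, then polarization read.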
KCNH2 3.1 inh: qHTS for Inhibitors of KCHN2 3.1: Mutant qHTS | 0.95% of 340,000 active | AID 720553, 2013 | Potassium voltage-gated channel subfamily H member 2, brain isoform KCNH2 3.1 (human) | activity change, % (tested at about 1.8 µM) | U2OS KCNH2 3.1, thallium flux FluxOr; hits give low values;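 active = maximum activity change below -70%; inconclusive = maximum activity change from -70% to -50%; inactive = maximum activity change above -50%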;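 note: thallium influx rate constant from kinetic fluorescence after stimulation buffer; % is set by controls: 0 for no effect and ±100 for the full control effect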
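U2OS cells transduced with KCNH2 3.1 mutant virus (1.77 x 10^8 /mL, 4 h), plated overnight at 37 C, loaded 45 min with FluxOr dye plus Red40 quencher. Thallium flux rate constant from kinetic reads after stimulation buffer, normalised to controls.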
S-ASM inh: Inhibitors of Secretory Acid Sphingomyelinase (S-ASM): qHTS; placental ASM, HMU-PC fluorogenic substrate, 60 min; Potency, µM (top dose mostly 57.5 µM), without a hit: at the highest dose activity change, negative = inhibition, most hits filed as inhibitors; Sphingomyelin phosphodiesterase (Homo sapiens), P17405; 0.006% of 340,000 active; AID 504937, 2011; note: potency is the fitted concentration of half-maximal effect
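Human placenta-derived ASM preincubated with compound 10 min at room temperature, then reacted with 9 uM (final) fluorogenic HMU-PC substrate for 60 min at 37 C. Stop solution raises pH to 10; fluorescence read at Ex 386/Em 447 nm.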
KCNH2 WT inh: qHTS for Inhibitors of KCHN2 3.1: Wildtype qHTS; U2OS, BacMam KCNH2, thallium flux FluxOr; hits give low values; activity change, % at 1.84 µM; 0.37% of 340,000 active;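 active = maximum activity change below -70%; inconclusive = maximum activity change between -70% and -50%; inactive = maximum activity change above -50%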; note: % is set by controls: 0 for no effect and ±100 for the full control effect
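U2OS cells transduced with wild-type KCNH2 virus are loaded with FluxOr dye for 45 min, and thallium flux is measured in kinetic reads before and after stimulation buffer. Rate constants are normalized to DMSO controls.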
MBNL1 CUG block: qHTS Assay for Inhibitors of MBNL1-poly(CUG) RNA binding. Muscleblind-like protein 1 (Homo sapiens), Q9NR56. TR-FRET MBNL1-His/biotin-(CUG)12 binding, 665/545 ratio. Potency, µM (series often up to 57.5 µM), for inactives: top-dose activity change, negative = inhibition, hits mostly inhibitors. 0.036% of 280,000 active; active = well fitted inhibition curve with a large enough effect in the signal ratio, with a control signal flat, not every such curve was filed as active; inconclusive = small, poorly fitted or top-dose-only effect, or effect the other way, or a change in a side signal; inactive = no such curve, though single readings can be large or run the other way; the % refers to the signal ratio; note: potency is the fitted concentration of half-maximal effect; % is set by controls: 0 for no effect and ±100 for the full control effect
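Ratiometric TR-FRET (665 over 545 nm, excitation 340 nm) tracks disruption of MBNL1-His/biotin-(CUG)12 complex after 60 min at room temperature, with compounds at 92 nM to 58 uM final.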
TRPV1 agonist: HTS Assay for Compounds that Act as Agonists of the Vanilloid Receptor 1; TRPV1-expressing cells, Fluo-8 calcium influx, agonist mode; activation, % at 8.33 µM; 0.19% of 320,000 active; in the data active = activation above about 80%; inconclusive = between about 30% and that limit; note: 0% is about no effect
Target sequence (Q8NER1 whole entry, looked up): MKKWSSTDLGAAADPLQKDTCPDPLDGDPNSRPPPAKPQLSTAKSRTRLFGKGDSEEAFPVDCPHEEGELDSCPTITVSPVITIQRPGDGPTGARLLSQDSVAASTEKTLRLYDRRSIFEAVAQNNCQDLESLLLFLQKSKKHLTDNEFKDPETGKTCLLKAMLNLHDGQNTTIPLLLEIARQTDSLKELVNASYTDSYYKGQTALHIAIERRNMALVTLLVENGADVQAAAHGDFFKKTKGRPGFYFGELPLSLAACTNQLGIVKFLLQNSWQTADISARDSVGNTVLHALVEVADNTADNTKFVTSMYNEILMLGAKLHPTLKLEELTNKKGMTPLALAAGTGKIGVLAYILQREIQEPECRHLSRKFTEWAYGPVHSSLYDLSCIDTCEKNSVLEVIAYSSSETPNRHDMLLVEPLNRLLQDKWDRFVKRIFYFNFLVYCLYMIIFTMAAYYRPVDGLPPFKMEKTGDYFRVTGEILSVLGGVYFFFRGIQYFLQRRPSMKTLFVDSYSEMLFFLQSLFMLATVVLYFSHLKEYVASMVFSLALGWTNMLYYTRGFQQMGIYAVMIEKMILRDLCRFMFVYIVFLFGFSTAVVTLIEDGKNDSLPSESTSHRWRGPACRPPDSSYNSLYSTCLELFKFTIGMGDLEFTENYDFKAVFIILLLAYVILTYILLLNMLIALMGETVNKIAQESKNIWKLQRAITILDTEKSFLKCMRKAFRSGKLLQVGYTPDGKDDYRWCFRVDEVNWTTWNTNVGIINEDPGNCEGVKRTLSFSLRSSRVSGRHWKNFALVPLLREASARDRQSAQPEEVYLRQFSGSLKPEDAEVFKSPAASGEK
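TRPV1-expressing cells were cultured overnight at 35.5C and loaded with Fluo-8 calcium dye for 40 to 90 min at room temperature. After a 10 s baseline, compound was added and calcium influx was read kinetically for 3 min (ex 480/em 520 nm).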
* hit, by the source's call; u = inconclusive; x = no result given; [ ] = remark or other dose. Unless noted, calls come from the whole dose curve; as a rule, active = well fitted curve in the direction sought with a large enough effect; inconclusive = small, poorly fitted or top-dose-only effect, or another doubt; inactive = no such curve, though single readings can be large; an effect the other way counts as inactive or inconclusive.

SMILES	GALK inh	FBPA coupling cs	A-T KAP1 phos	Integrin act MD	CXXC DNA block	KCNH2 3.1 inh	S-ASM inh	KCNH2 WT inh	MBNL1 CUG block	TRPV1 agonist
COc1ccc(C(=O)Nn2cnc3ccccc3c2=O)cc1[N+](=O)[O-]	-2%	2	-12%	-11%	1%	0	0%	-2	u	1
O=C(CCC(=O)NNC(=O)c1ccc([N+](=O)[O-])cc1)NCc1ccccc1	-1%	3	-1%	8%	-9%	23	-2%	-2	u	0
CCOC(=O)N1CCN(C(=O)CN(c2ccc(Oc3ccccc3)cc2)S(C)(=O)=O)CC1	-5%	-2	10%	-25%	-21%	-2	-2%	34	-5%	0
COc1ccc(/C=C/C(=O)NCc2ccc3c(c2)OCO3)cc1OC	x	x	x	5%	x	-5	4%	4	x	x
Cc1ccc(C(C)C)c(OCc2ccc(-c3nnco3)cc2)c1	0%	0	4%	3%	4%	-3	-2%	-9	2%	-3
Cc1ccc(S(=O)(=O)NNC(=O)c2sccc2-n2cccc2)cc1	-2%	4	5%	-19%	-7%	1	-3%	1	-16%	2
COc1ccc(C(C(=O)NCC2CCCO2)N(C(=O)CNC(=O)c2cccs2)c2ccccc2)cc1OC (stereo not given)	1%	1	0%	0%	-1%	-1	3%	1	-9%	-1
Cc1ccc(S(=O)(=O)NC2(C(F)(F)F)NC(=O)N(Cc3ccccc3)C2=O)cc1 (stereo not given)	6%	x	5%	4%	3%	2	-1%	-3	-3%	0
COc1ccccc1N1CCN(C(=O)c2cc3cc(C)ccc3[nH]2)CC1	4%	2	-3%	16%	7%	-2	-11%	-9	-11%	1
CC(C)CC(=O)Nc1nnc(S(=O)(=O)N2c3ccccc3CC2C)s1 (stereo not given)	x	0	7%	0%	20%	13	3%	-9	-4%	1
Cc1c(C)n(CCO)c2ncnc(Nc3ccc(F)cc3)c12	-4%	0	2%	0%	u	-4	-1%	0	0%	-6
C[C@H](NC(=O)c1ccco1)C(=O)N1CCN(c2ccc(C(F)(F)F)cn2)CC1	x	x	-8%	11%	x	-9	3%	0	x	x
Cc1ccccc1N/N=C/c1ccc(C#N)cc1	0%	-1	15%	23%	1%	3	u	5	8%	4
c1ccc(N2CCN(c3ncccn3)CC2)cc1	-1%	4	2%	3%	-1%	0	2%	9	-10%	12
COc1ccc(/C=C/S(=O)(=O)NCc2ccccc2)cc1OC	4%	6	-6%	u	-13%	-23	-1%	-13	u	6
O=C(NCCSCc1c(F)cccc1Cl)Nc1ccccc1	-1%	1	-4%	-5%	3%	-5	-1%	-3	-2%	83*
CCOc1ccc(C2CC(c3c(O)c4ccccc4oc3=O)=NN2c2ccccc2)cc1OC (stereo not given)	-1%	2	1%	-14%	u	-2	7%	10	8%	25
CC(C)C1CC(CCN2CCCCC2)(c2ccccc2)CCO1 (stereo not given)	13%	6	-7%	-16%	-2%	-3	6%	x	-2%	-4
N#CC1=C(N)SC(N)=C(C#N)C1C1CC=CCC1 (stereo not given)	-1%	-1	1%	-13%	-4%	2	-2%	-9	1%	-2
COc1cc(Br)c(CC(=O)O)cc1OC	0%	6	x	-9%	15%	9	2%	2	-15%	0
O=C1C(Cl)=C(NC(=O)c2ccccc2)C(=O)C(Cl)=C1NC(=O)c1ccccc1	-1%	-29	u	-13%	u	u	-2%	-7	5%	4
CCCc1cc(C(=O)Nc2cccc(Cl)c2)no1	0%	3	8%	6%	5%	-4	-1%	-1	7%	21
CCc1ccccc1NS(=O)(=O)c1cc2c(cc1C)n(C)c(=O)c(=O)n2C	x	6	u	-14%	x	5	-1%	-15	-10%	-4
Cc1ccc(S(=O)(=O)N2CCCCC2)cc1NS(=O)(=O)c1ccc(Cl)c(C(=O)O)c1	x	x	4%	8%	x	3	0%	-16	x	-2
CCn1c(=N)n(CC(O)COc2ccc(C)cc2)c2ccccc21 (stereo not given)	-3%	0	3%	-25%	-22%	u	0%	37	x	2
(listing goes on)
SMILES	GALK inh	FBPA coupling cs	A-T KAP1 phos	Integrin act MD	CXXC DNA block	KCNH2 3.1 inh	S-ASM inh	KCNH2 WT inh	MBNL1 CUG block	TRPV1 agonist
Nc1cccc(S(=O)(=O)Nc2ccc(Br)cc2)c1	-2%	0	20%	4%	6%	12	0%	-17	5%	-1
C/C(=N/NC(=O)c1ccc(Br)o1)c1cccs1	-1%	x	2%	u	-3%	-9	-1%	0	14%	5
C=CCN(C(=O)c1csnn1)C(C(=O)NC1CCCCC1)c1ccccc1 (stereo not given)	0%	0	0%	-24%	1%	-5	1%	-4	2%	2
CCOc1ccc(NC(=S)NC(=O)c2cnn(CC)c2)c([N+](=O)[O-])c1	5%	2	7%	u	-8%	-11	-2%	-17	u	6
COc1ccc(CN2C(=O)[C@@H]3C(c4ccccc4Cl)=NO[C@@H]3C2=O)cc1	3%	-3	6%	-3%	-2%	-11	-10%	-13	2%	u
O=C(Nn1c(-c2ccc(F)cc2)nc2ccccc2c1=O)C1CCCCC1	2%	0	0%	-9%	1%	6	3%	-15	2%	17
CC(C)C(NC(=O)c1c(F)cccc1F)C(=O)N1CCN(c2ncccn2)CC1 (stereo not given)	x	x	8%	-3%	x	9	3%	0	x	x
CCc1ccccc1N1CN(Cc2cccnc2)CNC1=S	0%	-3	-5%	-6%	-28%	31	8%	4	x	-4
COc1ccc(NS(=O)(=O)c2ccc3nc(COc4ccc(C#N)cc4)[nH]c3c2)cc1	0%	6	-1%	9%	3%	9	-8%	2	x	-4
O=C(Nc1cccc(S(=O)(=O)NC2=NCCCCC2)c1)C1COc2ccccc2O1 (stereo not given)	-1%	-3	u	u	-1%	-10	3%	-4	0%	1
CCS(=O)(=O)N1CCC(C(=O)NCc2cccs2)CC1	0%	2	-5%	13%	-2%	8	0%	-8	7%	0
COc1ccc(S(=O)(=O)N2CCCCC2)cc1NC(=O)C1CSC2(C)CCC(=O)N12 (stereo not given)	7%	0	8%	-11%	-5%	16	-1%	-14	6%	8
Cc1cccc(NC(=O)CSc2nc(=O)n(CCCN3CCOCC3)c3c2CCCC3)c1	x	x	0%	2%	x	-27	3%	35	x	2
Cc1ccc(-n2ncc3c2CC(C)(C)CC3NC(=O)Cc2c(C)noc2C)cc1 (stereo not given)	5%	x	7%	-21%	4%	15	x	8	-7%	u
C/C=C/C=C/C(=O)N1CC2(CC(c3cccc(NC(=O)CCCCC)c3)=NO2)C[C@H]1C(N)=O (stereo not given in full)	3%	-1	-23%	-7%	-7%	-11	-1%	1	10%	-2
CCOC(=O)C(CC)/C(C)=N\NC(=O)c1cccc(C)c1 (stereo not given)	0%	0	1%	9%	-1%	12	1%	0	2%	16
CCOC(=O)C1CCN(c2ncnc3c2cnn3-c2ccc(OC)cc2)CC1	-1%	3	-1%	5%	1%	-6	-3%	-4	-5%	-3
Cc1ccc(CN2CCNC(=O)C2CC(=O)N(C)C2CCCCC2)cc1 (stereo not given)	4%	x	-4%	10%	2%	-4	17%	-8	2%	7
O=S1(=O)c2cccc3cccc(c23)N1Cc1ccc(-c2nnco2)cc1	-1%	1	11%	1%	8%	-2	36%[activator]	4	7%	2
CN(C(=O)COc1ccccc1)c1nnc(-c2cccnc2)s1	-4%	2	0%	2%	3%	23	-2%	-2	7%	1
CCOc1ccc(CNCc2cccnc2)cc1	0%	2	x	11%	20%	-3	6%	0	u	1
